# KCNQ2 inh = KCNQ2 potassium channel inhibitors, primary screen, cell-based, CHO-K1, FluxOR thallium flux, B-score (AID 2156). 310,000 compounds, 1.1% hits. Potassium voltage-gated channel subfamily KQT member 2 (Rattus norvegicus), O88943. 20 min; active compounds read low. B-score at 10 µM;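 active = fluorescence ratio B-score at most minus 3 library SDs, with starting brightness B-score within 2 library SDs, cut at about -5.5 in these data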
# Kir21 block = inhibitors of mouse Kir2.1 inward-rectifier potassium channel | Inward rectifier potassium channel 2 (Mus musculus), P35561 | HEK293-Kir2.1, FluxOR thallium flux fluorescence; active compounds read low | AID 1672, 2009 | B-score at 10 µM | 310,000 compounds, 0.85% hits;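 active = fluorescence ratio B-score at or below minus 3 SD of library scores, with starting-brightness B-score within 2 SD, cut at about -4.2 in these data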;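 note: channel flux triggered by added potassium and thallium sulfate stimulus; B-score of peak minus minimum fluorescence over baseline after thallium stimulus; more negative B-score means stronger Kir2.1 block with less thallium influx; some compounds called inactive have numbers as strong as hits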
# Target sequence (P35561 whole entry, looked up): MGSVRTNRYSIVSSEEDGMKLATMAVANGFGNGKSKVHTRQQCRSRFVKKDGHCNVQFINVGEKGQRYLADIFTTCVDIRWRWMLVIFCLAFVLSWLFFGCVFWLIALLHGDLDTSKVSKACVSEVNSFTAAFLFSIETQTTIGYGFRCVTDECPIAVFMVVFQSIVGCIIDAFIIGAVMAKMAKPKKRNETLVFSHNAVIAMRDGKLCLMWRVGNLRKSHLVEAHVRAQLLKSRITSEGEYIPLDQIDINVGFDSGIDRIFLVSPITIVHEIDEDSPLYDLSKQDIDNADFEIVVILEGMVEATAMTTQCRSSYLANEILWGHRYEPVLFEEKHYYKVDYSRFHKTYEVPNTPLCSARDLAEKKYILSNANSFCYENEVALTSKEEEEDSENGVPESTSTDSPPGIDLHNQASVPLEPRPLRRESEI
# STK33 kinase inh = inhibitors of purified STK33 kinase, primary screen, biochemical, ADP-Glo luminescence, homogeneous, cell-free. inhibition, % at 10 µM. MBP phosphorylation. 320,000 compounds, 0.073% hits;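 active = inhibition at or above 25%, using the most active replicate where run in duplicate; inactive = inhibition below 25%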
# Target sequence (Q9BYT3 whole entry, looked up): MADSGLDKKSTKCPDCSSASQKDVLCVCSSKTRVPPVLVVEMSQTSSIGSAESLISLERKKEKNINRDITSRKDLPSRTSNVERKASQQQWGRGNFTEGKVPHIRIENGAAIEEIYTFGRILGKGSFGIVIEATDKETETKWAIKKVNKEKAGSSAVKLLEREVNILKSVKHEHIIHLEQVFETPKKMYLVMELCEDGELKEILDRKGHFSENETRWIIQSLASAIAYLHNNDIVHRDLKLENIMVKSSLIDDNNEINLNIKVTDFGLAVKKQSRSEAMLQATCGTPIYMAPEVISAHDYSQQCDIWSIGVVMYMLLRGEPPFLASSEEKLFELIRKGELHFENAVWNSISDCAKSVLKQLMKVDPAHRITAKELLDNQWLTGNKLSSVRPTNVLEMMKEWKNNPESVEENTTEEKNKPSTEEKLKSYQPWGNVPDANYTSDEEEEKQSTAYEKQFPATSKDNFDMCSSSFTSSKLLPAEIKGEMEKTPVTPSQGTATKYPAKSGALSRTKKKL
# Numbers without * were called inactive; i = inactive; nt = not tested or not shown.
# Each structure is followed by: KCNQ2 inh, Kir21 block, STK33 kinase inh
O=C(O)c1ccc(Oc2cccc([N+](=O)[O-])c2)cc1C(=O)O
  i, -1.09, -0.1
CC(/C=C/c1ccco1)=N/NC(=O)CNc1ccccc1C
  i, -0.66, 0.4
O=C(CSC(=S)N1CCCC1)N1CCN(S(=O)(=O)c2cccc(F)c2)CC1
  i, 2.74, 1.0
Cc1cccc(C)c1NC(=O)CN(C)C(=O)c1ccccc1SCC(=O)N1CCCC1
  i, -0.41, -0.8
COc1ccc(C(=O)NNC(=O)CSc2nnnn2C)cc1
  i, 0.68, 0.7
CC(C)(C)c1nnc(NC(=O)c2cccs2)s1
  i, 0.17, 0.7
Cc1cccc(CC2CC(=O)N(c3ccccc3)C2=O)c1 (stereo not given)
  i, -0.6, 0.4
O=C(CCNc1cccc(F)c1)c1cc2ccccc2o1
  i, -0.73, -2.1
O=c1[nH]c(CN2CCCCC2)nc2c1C1(CCCCC1)Cc1ccccc1-2
  i, -0.89, -1.0
COc1ccc(CN2CCN(C(=O)c3ccco3)CC2)cc1OCc1ccccc1
  i, -3.17, -0.8
O=C(O)c1ccccc1NCc1ccco1
  i, -1.73, -0.1
Clc1ccc(Nc2ccc(-n3ccnc3)nn2)cc1Cl
  i, -2.22, 0.5
Cc1cccc(N(C(=O)c2csnn2)C(C(=O)NC2CCCCC2)c2ccncc2)c1 (stereo not given)
  i, -0.65, -0.3
Cc1cccn2c(=O)nc(SCC(=O)N3CCCC3)nc12
  i, 1.38, -1.4
COC(=O)CCC(C)N1CCC(Oc2ccc(C(=O)N3CCCC3)cc2)CC1 (stereo not given)
  i, 0.25, -1.7
O=C(NC(=S)Nc1nc(-c2ccc(Cl)cc2)cs1)c1cccs1
  i, 0.39, -0.7
O=C(COC(=O)/C=C/c1ccc(Br)o1)Nc1ccccc1F
  i, 1.09, -0.6
O=C(Nc1ccc(S(=O)(=O)Nc2cnc3ccccc3n2)cc1)c1ccc(Cl)cc1Cl
  i, 1.33, -1.6
CN1c2ccccc2N(C)C1c1c(O)ccc2ccccc12
  i, 0.86, -0.5
COCCNC(=O)c1onc(CSc2ccc(Cl)cc2)c1C(=O)O
  i, -0.13, 0.2
Cc1cccc(C)c1Nc1nnc(SCc2cn3cccc(C)c3n2)s1
  i, -0.68, -0.8
CCCC1(C(=O)OC)NC(c2cccc(F)c2)C2C(=O)N(CC)C(=O)C21 (stereo not given)
  i, -2.23, -3.0
NC(N)=Nc1nc(C2COc3ccccc3O2)cs1 (stereo not given)
  i, -1.83, 3.6
COCCn1c(SCC(=O)Nc2ccc(NC(=O)c3ccco3)c(OC)c2)nc2ccccc2c1=O
  i, 0.8, -1.3
CSc1ncccc1C(=O)OCC(=O)NCCC1=CCCCC1
  i, 0.77, -1.2
CCOc1cc(C)nc(NCc2ccccc2)n1
  i, -1.33, 0.2
COc1cccc(-n2nc(C(=O)NCC3CCCO3)c3ccccc3c2=O)c1 (stereo not given)
  i, -0.11, -2.1
COc1ccccc1NC(=O)/C=C/c1cc([N+](=O)[O-])ccc1OC(F)F
  i, 2.55, -1.3
CCCCN(C)CCCNC(=O)c1ccc2c(c1)N(CC)C(=O)c1ccccc1S2=O (stereo not given)
  i, -1.08, -0.6
Cc1ccc(C(=O)NN=C2CCCC2)cc1C
  i, 0.12, -20.5
O=C(CSc1n[nH]c(=O)n1C1CC1)Nc1cc(Cl)ccc1Oc1ccccc1
  i, 1.18, -2.0
Cc1cccc(OCC(=O)NC(Cc2c[nH]c3ccccc23)C(=O)O)c1C (stereo not given)
  i, -0.08, 4.3
CCn1c(=S)[nH]c2c(c1=O)C(C)(C)Cc1ccccc1-2
  i, 0.86, nt
COCCn1c(N)c(Sc2ccc([N+](=O)[O-])cc2)c(=O)[nH]c1=O
  i, -0.3, -0.5
COC(=O)c1sccc1NC(=O)c1ccc(Cl)s1
  i, 1.23, 0.1
CC(Oc1ccc2c(-c3ccccc3)cc(=O)oc2c1)C(=O)O (stereo not given)
  i, 0.29, -2.4
Cc1cccc(C(=O)NNC(=O)C2CCCO2)c1 (stereo not given)
  i, -0.66, -1.4
O=C(CSc1nnc(CNc2ccc(F)cc2)o1)N1CCN(C(=O)c2ccco2)CC1
  i, -0.21, -1.3
CN(Cc1c(F)cccc1Cl)C(=O)C1CC(=O)N(CCc2ccccc2)C1 (stereo not given)
  i, 1.34, -0.8
CC(C)N(Cc1ccccc1)C(=O)CN1C(=O)NC2(CCCc3ccccc32)C1=O (stereo not given)
  i, -1.26, -0.9
COc1ccc(NC(=O)CN(c2cccc(C(F)(F)F)c2)S(C)(=O)=O)cc1OC
  i, -0.05, -0.2
COc1ccc(OC)c(/C=N/NC(=O)C(=O)N/N=C/c2cc(OC)ccc2OC)c1
  i, -0.19, -1.2
Cn1nccc1NC(=O)Nc1cccc(Cl)c1
  i, 0.32, -1.1
COC(=O)C1=C(C)N(Cc2ccco2)C(=O)N[C@H]1c1ccc(Br)cc1
  i, -3.44, 0.5
O=C(COc1ccc(S(=O)(=O)NC2CCCCC2)cc1)NCc1cccnc1
  i, 1.57, -0.5
O=C(CC1Nc2ccccc2NC1=O)NCCCN1CCCCCC1 (stereo not given)
  i, 0, 7.1
Cc1ccccc1N1C(=O)C2C3C=CC(C2C1=O)N(C)C3=O (stereo not given)
  i, 1.59, -0.6
Cc1ccc(Cn2cnc3sc4c(c3c2=O)CCC4)c(C)c1
  i, -3.03, -0.5
CC1C(=O)N(Cc2ccc([N+](=O)[O-])cc2)c2ccccc2N1C(=O)c1c(F)cccc1F (stereo not given)
  i, -1, -2.3
Cc1cccc(C(=O)NC(=S)N(C)C2CCCCC2)c1
  i, 0.49, 0.2
COC(=O)c1cc(=O)c2c([N+](=O)[O-])ccc(OC)c2o1
  i, 1.22, -1.3
NC(=O)CSc1nnc(-c2ccncc2)o1
  i, -0.14, -0.9
COc1ccc(Cc2c(O)nc[nH]c2=O)cc1
  i, 1.63, -0.7
Cc1ccc(C(=O)NC2CCCc3c2cnn3-c2ccc(F)cc2F)cn1 (stereo not given)
  i, 0, 0.0
COCCN(Cc1ccccc1)C(=O)c1c(C)nn(-c2ccccc2)c1C
  i, -0.66, -5.5
CCN(c1ccc(OC)cc1)S(=O)(=O)c1ccc2c(c1)NC(=O)CS2
  i, -3.45, 0.2
C[C@H]1C(=O)N(C)CCN1C(=O)c1ccccc1OC1CCN(S(C)(=O)=O)CC1
  i, 0.55, 2.9
Cc1cc(C(=O)OCC(=O)N2C(C)CCCC2C)c(C)o1 (stereo not given)
  i, 1.16, 0.6
CCOc1ccccc1CNC(=O)CCCc1cn(C)c2ccccc12
  i, -2.83, 0.6
O=c1cc(-c2ccc(O)c(-c3c(O)cc(O)c4c(=O)cc(-c5ccc(O)cc5)oc34)c2)oc2cc(O)cc(O)c12
  i, 2.39, -1.3

# More structures follow:
# Each structure is followed by: KCNQ2 inh, Kir21 block, STK33 kinase inh
CCCCCCC(=O)N1CCCC(c2nc(-c3cccc(OC)c3)no2)C1 (stereo not given)
  i, -1.65, 0.3
Cc1ccc(NC(=O)C2CCCN(C(=O)c3ccc(Cl)cc3)C2)cc1C (stereo not given)
  i, 0.33, 1.0
FC(F)(F)c1ccc(CN2C[C@@H]3C(c4ccccc4)C4(c5cccnc5)CC3(C4)[C@H]2c2ccccc2)cc1 (stereo not given in full)
  i, -0.6, -0.8
COc1nc(SCC(=O)Nc2ccccc2Cl)nc(N(C)C)n1
  i, 1.22, -0.5
N[C@@H](Cc1ccccc1)c1nnc(SC/C=C/c2ccccc2)o1
  i, -2.72, -0.9
CN1C(=O)c2ccccc2N(C)C1c1cccs1 (stereo not given)
  i, -1.78, -0.7
CCc1ccc(NC(=O)c2ccc(-n3cncn3)c([N+](=O)[O-])c2)cc1
  i, 1.67, -1.1
O=C(O)Cc1sc(-c2ccc(C(=O)O)cc2)nc1-c1ccccc1
  i, 0.03, -0.1
CCOc1ccc(S(=O)(=O)N2CCOCC2)cc1NC(=O)CN1C(=O)NC2(CCCC2)C1=O
  i, 2.29, -1.6
Cc1cc2c(cc1C)C(c1ccccc1F)CC(=O)N2 (stereo not given)
  i, -0.06, -0.4
Cc1nnc2sc(SCc3ccccc3Cl)nn2c1=O
  i, 0.01, -0.2
Fc1ccc(C(Nc2ccccn2)c2c[nH]c3ccccc23)cc1 (stereo not given)
  i, 0.04, -2.3
CCSc1nc(O)cc(=O)n1CC
  i, 0.06, -0.4
CCCCOc1ccc(/C(O)=C2/C(=O)C(=O)N(CCCOC)C2c2ccncc2)cc1 (stereo not given)
  i, 0.07, -0.7
COc1ccc(-c2cc(-c3cc(OC)ccc3O)[nH]n2)cc1
  i, 1.22, 1.2
COc1ccc(N2CCN(C(=O)NCc3ccc(OC)c(OC)c3)CC2)cc1
  i, 2.21, -0.7
COc1cc(C(C(=O)NC(C)(C)C)N(Cc2ccc3c(c2)OCO3)C(=O)c2cnccn2)cc(OC)c1OC (stereo not given)
  i, 0.56, 0.1
O=C(c1ccco1)c1cn[nH]c1-c1ccc(Cl)cc1O
  i, -1.51, 3.4
CCOC(=O)N1CCN(Cc2cn[nH]c2-c2cc3ccccc3o2)CC1
  i, -0.15, -0.5
Cc1c(Nc2nc3ccccc3nc2NS(=O)(=O)c2cccc(Cl)c2)c(=O)n(-c2ccccc2)n1C
  i, 0.02, -1.7

# Structures above containing bromine, in the order listed:
# Each structure is followed by: KCNQ2 inh, Kir21 block, STK33 kinase inh
O=C(COC(=O)/C=C/c1ccc(Br)o1)Nc1ccccc1F
  i, 1.09, -0.6
COC(=O)C1=C(C)N(Cc2ccco2)C(=O)N[C@H]1c1ccc(Br)cc1
  i, -3.44, 0.5

# Later entries.
# Each structure is followed by: KCNQ2 inh, Kir21 block, STK33 kinase inh
COc1ccc(C(=O)COC(=O)c2ccc3ccccc3n2)cc1
  i, 0, -0.4
CCN(CCCNC(=O)C1CCC(=O)N1Cc1ccccc1Cl)c1cccc(C)c1 (stereo not given)
  i, -0.17, 0.9
COc1ccc(C2C=C(c3ccc(F)cc3)NC(=S)N2)cc1OC (stereo not given)
  i, 0.45, -0.5
O=S(=O)(c1ccccc1)N1N=C(c2ccccc2)CC1c1ccco1 (stereo not given)
  i, 0.27, -1.1
COC(=O)NCC(C)OC(=O)Nc1cccc(Cl)c1 (stereo not given)
  i, -0.46, -2.1
O=C1C(=O)N(CCN2CCCCC2)c2ccccc21
  i, 0.73, -0.3
Cc1ccc(S(=O)(=O)c2nc(-c3ccccc3)oc2NCCCN2CCOCC2)cc1
  i, -1.55, nt
COc1ccc(S(=O)(=O)N2CCCCCC2)cc1C(=O)N(C)Cc1ccc(OC)c(OC)c1OC
  i, 1.02, -1.6
CC1CC(C)CN(CCCNC(=O)Cn2cccc2C(=O)c2ccccc2)C1 (stereo not given)
  i, 0.08, -0.7
O=C(/C=C/c1ccco1)Nc1cccc(C(=O)Nc2ccccc2C(=O)O)c1
  i, 1.26, 6.5
O=C(Nc1ccc2oc(-c3ccncc3)nc2c1)c1ccc(F)cc1
  i, 0.96, -0.8
COc1cc2c(cc1OC)C(c1ccc([N+](=O)[O-])cc1)NC(=O)C2 (stereo not given)
  i, -0.31, -0.3
Cc1ccccc1C(=O)Nc1ccc(N2CCCCCC2)cc1
  i, 1.77, -0.3
CCc1cccc(NC(=O)C2CCN(S(=O)(=O)c3cccs3)CC2)c1
  i, 2.08, 1.0
O=C(Nc1ccc(-c2nnn(CC(=O)N3CCN(C(=O)c4ccco4)CC3)n2)cc1)c1ccccc1F
  i, 0.23, -0.9
O=C(CN1CCN(c2ccccc2O)CC1)NCCCc1ccccc1
  i, 2.08, -1.4
COc1cc2c(cc1OC)C(C)N(S(=O)(=O)c1ccc(C)cc1)CC2 (stereo not given)
  i, -2.68, -0.8
CC1CN(C(=O)c2cc3cc(Cl)cc(Cl)c3oc2=O)CC(C)O1 (stereo not given)
  i, 1.24, -1.2
C=CCn1c(=O)c2ccccc2n2c(SC(C)C(N)=O)nnc12 (stereo not given)
  i, 1.18, -0.5
O=C(CSc1nc2ccccc2c(=O)[nH]1)N1CCCCC1
  i, 0.93, -1.3
O=C(Cc1ccc(Cl)c(Cl)c1)Nc1ccc(S(=O)(=O)Nc2ncccn2)cc1
  i, -0.32, -1.2
N=C1SCC(=O)N1c1ncc(Cc2ccccc2Cl)s1
  i, -0.55, nt
CC(C)(C)CC(=O)NC(=S)NCc1ccccc1
  i, -0.49, -0.3
O=C(NCCc1csc(-c2ccccc2)n1)c1c(F)cccc1F
  i, -0.78, -0.8
COc1ccc(N2C(=O)CCC2=O)cc1
  i, 0.03, -1.2
CCOC(=O)c1c(NC(=O)c2ccccc2Cl)sc2c1CCc1ccccc1-2
  i, -0.27, -2.2

# One compound at a time, as listed above.
# O=C(Cc1ccc(Cl)c(Cl)c1)Nc1ccc(S(=O)(=O)Nc2ncccn2)cc1 reads KCNQ2 inh: i; Kir21 block: -0.32; STK33 kinase inh: -1.2
# COc1ccc(N2C(=O)CCC2=O)cc1 reads KCNQ2 inh: i; Kir21 block: 0.03; STK33 kinase inh: -1.2
# CC(C)(C)CC(=O)NC(=S)NCc1ccccc1 reads KCNQ2 inh: i; Kir21 block: -0.49; STK33 kinase inh: -0.3

# Assay outcomes deposited in PubChem by several laboratories.

# Hits appear at their usual frequency. Share with any hit: about 1.9%.
